MazEF act: MazEF (E. coli) toxin RNase activation; FAM/BHQ RNA-DNA oligo cleavage fluorescence, 5 h; activation, % at 20 µM; 350,000 compounds, 0.32% hits; in the data active means activation above about 50%
Target sequence (P0AE70 whole entry, looked up): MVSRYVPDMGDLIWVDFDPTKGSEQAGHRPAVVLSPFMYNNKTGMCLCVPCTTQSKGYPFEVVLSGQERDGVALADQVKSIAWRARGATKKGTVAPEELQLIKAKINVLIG
CCHF vOTU inh: CCHFV vOTU protease inhibition. Pep-AMC fluorescence. inhibition, % at 11.5 µM. 370,000 compounds, 0.55% hits. AID 651958; further: 0% = vehicle wells with enzyme and 100% = no enzyme wells
FBA Mtb inh: Mtb fructose-bisphosphate aldolase inhibition; purified M. tuberculosis FBA, fluorescence read-out; inhibition, % at 1 µM; 360,000 compounds, 2.3% hits; AID 588726; in the data active means inhibition above about 27%;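 further: 0% = vehicle and 100% = reference inhibitor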
Target sequence (P9WQA3 whole entry, looked up): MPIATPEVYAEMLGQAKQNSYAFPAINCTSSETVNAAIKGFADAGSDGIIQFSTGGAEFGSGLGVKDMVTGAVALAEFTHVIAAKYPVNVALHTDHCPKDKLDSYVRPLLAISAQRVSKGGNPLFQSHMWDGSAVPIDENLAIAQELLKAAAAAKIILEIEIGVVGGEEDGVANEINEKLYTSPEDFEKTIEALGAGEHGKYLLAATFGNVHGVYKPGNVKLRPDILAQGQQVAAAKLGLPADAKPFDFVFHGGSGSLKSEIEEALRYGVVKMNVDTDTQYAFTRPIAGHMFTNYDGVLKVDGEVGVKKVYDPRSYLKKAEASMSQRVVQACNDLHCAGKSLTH
DUSP3 inh: blocks human VHR1 dual specificity phosphatase | AID 1654 | 290,000 compounds, 0.52% hits | recombinant VHR phosphatase, pNPP absorbance | inhibition, % at 13.3 µM; in the data active means inhibition above about 50%; further: some compounds called inactive have numbers as strong as hits
Target sequence (P51452 whole entry, looked up): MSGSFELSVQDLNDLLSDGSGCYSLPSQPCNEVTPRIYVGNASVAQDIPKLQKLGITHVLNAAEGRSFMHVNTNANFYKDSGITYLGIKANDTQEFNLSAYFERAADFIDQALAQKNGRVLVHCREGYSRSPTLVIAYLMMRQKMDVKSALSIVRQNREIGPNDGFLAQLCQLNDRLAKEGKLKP
FadD28 FP inh: blocks FadD28 binding to the bisubstrate probe | fluorescence polarization | inhibition, % at 12.5 µM | 360,000 compounds, 0.22% hits | AID 588549; in the data active means inhibition above about 8.5%, passing the limit was not always enough; inconclusive means no clear call, values can overlap the other calls
GDH-TPI inh: counter-screen for M. tuberculosis FBA inhibitors: GDH-TPI coupled enzymes; inhibition, % at 4.8 µM; AID 588335; 360,000 compounds, 1.2% hits; GDH-TPI coupled enzyme counterscreen, NADH absorbance;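 further: 0% = DMSO wells and 100% = wells lacking the enzyme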
BioA inh: blocks M. tuberculosis BioA enzyme activity. purified M. tuberculosis BioA enzyme, plate reader. inhibition, % at 9.99 µM. 360,000 compounds, 0.096% hits. AID 602481; in the data active means inhibition above about 40%; inconclusive means no clear call, values can overlap the other calls
UGM FP inh: inhibitors of M. tuberculosis UDP-galactopyranose mutase | P9WIQ1 | purified UGM, fluorescence polarization probe displacement | inhibition, % at 10 µM | 320,000 compounds, 0.06% hits | AID 504406; in the data active means inhibition above about 10%, passing the limit was not always enough; inconclusive means no clear call, values can overlap the other calls
BoNT-F LC inh: blocks Botulinum neurotoxin F light chain protease; Multiplex microsphere protease cleavage assay, flow cytometry; inhibition, % at 10 µM; 360,000 compounds, 0.22% hits; AID 588497; in the data active means inhibition above about 35%, passing the limit was not always enough; inconclusive means no clear call, values can overlap the other calls; further: plate controls were buffer without enzyme for full effect and enzyme alone for no effect
Rv3671c inh: Rv3671c (M. tuberculosis) protease inhibition. P9WHR9. inhibition, % at 5.96 µM. 320,000 compounds, 0.048% hits; in the data active means inhibition above about 38%;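 further: extracellular domain of Rv3671c used as enzyme; 0% = enzyme with DMSO and 100% = no enzyme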
Target sequence (P9WHR9 whole entry, looked up, the tested form may be a part): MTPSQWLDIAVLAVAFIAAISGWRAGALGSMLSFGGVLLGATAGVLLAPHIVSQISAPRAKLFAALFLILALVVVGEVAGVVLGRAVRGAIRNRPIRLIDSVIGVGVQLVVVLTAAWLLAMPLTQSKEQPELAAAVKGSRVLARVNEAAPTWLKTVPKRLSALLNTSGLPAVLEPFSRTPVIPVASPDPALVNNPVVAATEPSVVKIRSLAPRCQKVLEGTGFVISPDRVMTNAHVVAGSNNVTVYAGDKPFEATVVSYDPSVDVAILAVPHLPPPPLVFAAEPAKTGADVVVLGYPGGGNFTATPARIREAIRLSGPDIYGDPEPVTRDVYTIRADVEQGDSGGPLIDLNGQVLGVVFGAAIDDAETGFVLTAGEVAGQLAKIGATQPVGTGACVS
* marks the source's active call; other numbers are inactive results; i = inactive; ? = inconclusive; · = not tested or not shown; & = joins results of further samples; ! = not active in a repeat. Unless noted, no stated cut-off is given here; in the data, active means inhibition above about 30%; inactive means the rest.

SMILES	MazEF act	CCHF vOTU inh	FBA Mtb inh	DUSP3 inh	FadD28 FP inh	GDH-TPI inh	BioA inh	UGM FP inh	BoNT-F LC inh	Rv3671c inh
Cc1c(NC(=O)c2cc(-n3cnnc3)ccc2Cl)cccc1-c1nc2ccccc2s1	48.6	0.5	2.5	-0.1	-3.6	8.1	-1.0	0.1	-2.8	-23.4
O=C(O)c1ccccc1-c1c2cc(I)c(=O)c(I)c-2oc2c(I)c(O)c(I)cc12	i	36.6*!	-3.6&-2.8	·	-16.7&-11.4	15.0&2.4	-327.8	-15.2	38.2*!	-420.6
Cc1cc(=O)n(CC(=O)Nc2cc(Cl)ccc2C)c(C(C)C)n1	0.3	2.9	-0.5	26.2	-4.9	6.9	·	-1.0	0.2	-1.7
CC(=O)N1CCN(C2=NC(=O)C(=C3CCCCC3)S2)CC1	-1.7	5.9	-0.5	30.8	-3.5	0.0	1.4	-0.4	-2.2	2.7
CC(=O)Nc1c(O)n(C)c2ccccc12	1.8	6.7	1.1	-4.4	-1.0	2.5	-0.7	0.6	-3.7	-7.4
O=C(CSc1nc2ccccc2nc1N1CCOCC1)N1CCN(c2ccccc2)CC1	-1.0	5.1	-1.1	9.5	-0.3	16.6	-0.3	-0.9	3.0	2.5
CCCCN(C1CCS(=O)(=O)C1)S(=O)(=O)c1cc(C)ccc1C (stereo not drawn)	-2.6	1.0	-4.1	·	-0.2	5.5	0.7	-0.2	-6.4	-0.8
CC(C)c1nnc(NC(=O)C2CCN(c3nc4ccccc4s3)CC2)s1	-53.5	-4.6	3.6	11.8	-3.0	-8.3	·	-5.0	9.4	0.1
CNC(=O)/C=C1\NC(C)(C)Cc2ccccc21	5.3	12.2	-2.6	20.2	-1.8	7.2	1.7	1.7	3.1	0.7
CC(C)(CNC(=O)c1cc2c(s1)CCCC2)N1CCOCC1	-1.6	-1.0	-1.0	·	-1.2	-0.7	·	0.0	·	-0.6
Cc1ccccc1CN1CCNC(=O)C1CC(=O)N(C)CCC1CCOCC1 (stereo not drawn)	8.5	-4.7	-1.1	3.7	-0.4	-5.1	0.0	2.3	-7.5	3.2
CCCCN(c1ccccc1)S(=O)(=O)N(C)C	-4.3	-9.6	3.6	30.2	1.1	6.9	·	-0.5	2.2	13.8
CCc1ccccc1NC(=O)CCS(=O)(=O)c1ccc(OC)cc1	-0.5	7.8	0.7	18.2	-0.6	0.4	5.1	1.4	?	6.7
CN(CC(=O)Nc1ccc(F)cc1)C(=O)c1cccc(NS(=O)(=O)c2ccccc2)c1	8.2	15.4	0.0	·	-2.4	-0.5	1.1	0.3	-2.6	-4.7
O=C(CSc1nnc(-c2ccccn2)n1Cc1ccco1)Nc1ccc2c(c1)OCO2	-2.9	2.4	-0.2	19.2	-1.3	-6.1	-1.6	-3.1	-2.8	-0.1
CC(C)C(NC(=O)c1c(F)cccc1F)C(=O)NCC(c1ccccc1)N(C)C (stereo not drawn)	4.8	8.3	2.2	6.7	-1.6	0.6	-0.1	-0.3	-7.2	-0.8
O=C1CCCC(O)=C1C1C2=C(CCCC2=O)Oc2ccccc21 (stereo not drawn)	-1.7	-2.9	-3.2	1.5	-1.2	1.9	-2.9	0.9	4.7	-10.1
C=C(C)[C@@H]1C2C(=O)O[C@H]1[C@H]1OC(=O)[C@@]34OC3C[C@]2(O)[C@@]14C (stereo partly drawn)	0.3	0.6	2.5	·	0.5	5.7	-3.9	2.2	-2.4	-4.6
O=C(NNC(=O)c1nn(-c2ccc(F)cc2)ccc1=O)c1ccc(Cl)cc1	-0.4	9.1	2.2	-30.3	-1.2	14.8	-2.7	-0.2	?	0.8
O=C(O)c1cccc(NS(=O)(=O)c2ccc(S(=O)(=O)N3CCOCC3)cc2)c1	2.2	-12.5	4.6	12.6	-0.2	3.9	-1.2	·	-1.0	·
CC1(C(=O)Oc2ccccc2)Cc2ccccc2C(=O)O1 (stereo not drawn)	1.9	-3.9	4.3	9.0	-1.1	8.0	·	-1.0	-3.3	-2.3
CCOC(=O)[C@H](CCc1ccccc1)N[C@@H](C)C(=O)N1CCC[C@H]1C(=O)O	-0.9&9.1	10.9	0.6&5.3	8.6	-1.4&-1.8	13.0&12.1	0.2&-1.0	-1.6&3.5	-2.1&-3.7	2.0&1.5
O=C(C1CCN(S(=O)(=O)c2cccc3nsnc23)CC1)N1CCN(c2ccccc2F)CC1	-1.4	13.9	-2.5	10.2	-0.8	3.0	0.5	-1.8	1.5	-4.3
c1ccc(NCc2nnc3n2CCCCC3)cc1	1.1	1.3	2.6	11.7	-0.4	5.8	·	-2.0	5.9	0.2
Cc1ccc2c(CC(=O)Nc3ccc(F)c(S(=O)(=O)N4CCOCC4)c3)coc2c1	7.1	-9.7	-4.1	·	·	4.2	-2.1	2.9	-2.7	-11.2

No new results follow: an excerpt of the list.
SMILES	MazEF act	CCHF vOTU inh	FBA Mtb inh	DUSP3 inh	FadD28 FP inh	GDH-TPI inh	BioA inh	UGM FP inh	BoNT-F LC inh	Rv3671c inh
CC1(C(=O)Oc2ccccc2)Cc2ccccc2C(=O)O1 (stereo not drawn)	1.9	-3.9	4.3	9.0	-1.1	8.0	·	-1.0	-3.3	-2.3
CCOC(=O)[C@H](CCc1ccccc1)N[C@@H](C)C(=O)N1CCC[C@H]1C(=O)O	-0.9&9.1	10.9	0.6&5.3	8.6	-1.4&-1.8	13.0&12.1	0.2&-1.0	-1.6&3.5	-2.1&-3.7	2.0&1.5
O=C(C1CCN(S(=O)(=O)c2cccc3nsnc23)CC1)N1CCN(c2ccccc2F)CC1	-1.4	13.9	-2.5	10.2	-0.8	3.0	0.5	-1.8	1.5	-4.3
c1ccc(NCc2nnc3n2CCCCC3)cc1	1.1	1.3	2.6	11.7	-0.4	5.8	·	-2.0	5.9	0.2
Cc1ccc2c(CC(=O)Nc3ccc(F)c(S(=O)(=O)N4CCOCC4)c3)coc2c1	7.1	-9.7	-4.1	·	·	4.2	-2.1	2.9	-2.7	-11.2

Further records follow.
SMILES	MazEF act	CCHF vOTU inh	FBA Mtb inh	DUSP3 inh	FadD28 FP inh	GDH-TPI inh	BioA inh	UGM FP inh	BoNT-F LC inh	Rv3671c inh
Cc1onc(-c2c(Cl)cccc2Cl)c1C(=O)Nc1ccc2c(c1)OCO2	-1.4	-6.4	-0.8	21.4	-3.1	8.5	-1.4	0.5	-1.3	-2.7
O=C(Nc1nnc(-c2ccc3c(c2)OCCO3)o1)c1ccc(Cc2ccccc2)cc1	4.9	-7.4	-1.2	29.4	-3.2	5.6	0.3	·	-5.1	4.0
O=C(COC(=O)c1ccc(S(=O)(=O)N2CCCC2)cc1)NCc1ccccc1	-5.0	1.7	-4.4	6.4	-1.4	-5.6	-2.7	1.9	10.6	0.4
CCc1ccc(S(=O)(=O)NCc2ccc(C(=O)NCCN(Cc3ccccc3)C(C)C)cc2)cc1	·	17.5	0.4	·	-1.7	-1.0	1.2	·	-4.5	·
C=CCN(CC=C)CCOc1ccccc1	-8.0	11.2	-2.1	-5.3	-4.5	-4.4	·	-4.6	-1.7	11.9
C[C@H](NC(=O)Cc1cccc2ccccc12)C(=O)N1CCCN(C)CC1	2.8	-17.8	-0.5	19.0	0.0	4.9	-0.7	-2.7	3.0	0.8
CCOC(=O)C1CCCN(S(=O)(=O)CCNC(=O)c2cccc(OC)c2)C1 (stereo not drawn)	-4.5	24.2	2.7	·	-4.4	-5.2	-0.9	0.5	-9.5	3.8
CC(C)SCCCOc1ccc(C(C)(C)C)cc1	0.3	-8.6	6.6	3.7	-0.9	-3.8	-0.1	1.8	0.2	1.6
Cn1c(O)c(/C=C/C=Nc2ccccc2)c(=O)n(C)c1=O	-30.2	-4.0	-36.2	39.1	-2.2	10.8	·	-5.4	-5.5	0.8
COc1ccccc1CCC(=O)N1CCN(S(=O)(=O)c2cccc(F)c2)CC1	2.8	-1.1	-3.1	·	1.0	6.2	6.9	-1.5	5.3	14.4
Clc1cccc(Cl)c1/C=C/c1nc2ccccc2[nH]1	18.5	·	138.5*	14.0	-5.6	15.5	0.0	3.1	-8.1	-3.0
COc1ccc(-c2cn(Cc3ccc(C)cc3)nn2)cc1	4.8	2.1	0.6	-10.5	-0.9	8.5	-3.3	1.9	-4.1	-4.5
CCCCCCn1c(SCC(=O)c2c(N)n(C)c(=O)n(C)c2=O)nc2ccccc21	34.2	4.9	-0.3	24.0	-0.7	11.8	-0.9	-0.8	-0.1	-5.3
CCS(=O)(=O)CCSc1nc(C)cc(C)c1C#N	-3.8	6.9	1.3	8.5	-1.6	1.6	2.5	3.0	-1.1	-2.5
CCNC(=O)Oc1ccc(-c2csnn2)cc1	4.7	7.0	-1.6	26.2	1.2	0.3	·	-1.3	-2.9	-0.7
Cc1cc(CSc2ccccc2C(=O)O)on1	1.5	4.1	3.5	8.0	0.7	5.2	0.5	1.1	-16.1	2.8
NC(=O)COC(=O)[C@H](Cc1ccccc1)NS(=O)(=O)c1ccc2c(c1)OCCO2	2.4	-1.9	8.2	·	-1.7	9.1	-0.4	·	-0.3	·
O=C(Nc1cccc2ncccc12)c1ccccc1[N+](=O)[O-]	2.5	-0.2	0.6	6.1	1.3	21.4	-3.2	0.1	-6.6	10.2
COc1ccc(/C=C(\C#N)C(=O)OCC(=O)Nc2ccc(-c3nc4ccc(C)cc4s3)cc2)cc1	-62.7	-17.2	31.4*	19.7	-7.1	-3.1	-1.0	1.2	3.1	-2.4
C#CCOC(=O)/C(=C/c1ccc(F)cc1)NC(C)=O	2.1	-9.0	-0.3	34.8	2.0	8.5	0.8	·	-3.0	-1.2
COc1ccc(N2CCN(C(=O)c3oc4ccccc4c3NC(=O)Cc3cccc(OC)c3)CC2)cc1	2.3	15.7	-1.0	39.0	0.3	-1.2	0.1	-0.3	-2.2	4.4
CCCCC/C=C/C1=CC(=O)C[C@H](c2ccc3c(c2)OCO3)C1	-8.1	7.8	-1.0	·	-2.3	-0.9	2.4	2.7	-1.7	-12.6
Nc1nnnn1/N=C/c1cc(Cl)ccc1O	-18.6	5.8	2.1	13.0	-3.9	0.3	-0.8	-3.8	?	3.7
COc1ccc2c(Cl)c(C(=O)NN3CCN(C)CC3)sc2c1	2.2	1.5	0.5	-19.4	-1.0	2.5	-2.8	-0.8	4.7	0.6
CCOC(=O)c1ccc(N(C(=O)c2ccco2)C(C(=O)NC2CCCC2)c2ccncc2)cc1 (stereo not drawn)	-1.6	8.1	3.1	10.1	0.5	3.9	-1.1	2.9	6.7	-3.9
Other entries
SMILES	MazEF act	CCHF vOTU inh	FBA Mtb inh	DUSP3 inh	FadD28 FP inh	GDH-TPI inh	BioA inh	UGM FP inh	BoNT-F LC inh	Rv3671c inh
Cc1cccn2c(=O)nc(SCC(=O)Nc3cccc4ccccc34)nc12	9.3	1.4	-0.3	·	-1.2	14.8	·	-1.6	?	3.4
O=C(COc1ccc([N+](=O)[O-])cc1)N(Cc1cccs1)C1CCS(=O)(=O)C1 (stereo not drawn)	-2.6	8.7	0.2	12.8	-3.5	5.2	0.1	0.1	-2.9	-0.9
COc1ccc(S(=O)(=O)N2CCCC(C(=O)N3CCN(C)CC3)C2)cc1Cl (stereo not drawn)	3.3	-0.7	-1.3	20.2	-2.1	-4.8	-1.3	5.1	-9.3	-6.6
O=C(Cc1ccccc1)N/N=C/c1cc(Br)cc(Cl)c1O	3.4	-4.3	8.4	12.5	1.3	11.2	·	0.3	6.1	17.2
Cc1ccc(-n2nc(CC#N)c(C#N)c2N)cc1	1.1	-8.4	-0.9	4.7	0.4	5.8	·	1.8	-2.0	-5.2
CCOC(=O)c1cc(C#N)c(SCC(=O)c2cc(C#N)c(SC)nc2C)nc1C	16.2	11.5	-0.9	28.0	-4.2	2.5	-2.9	-0.2	-1.0	4.9
Cn1cccc1C(=O)NCC(c1ccc(F)cc1)N1CCOCC1 (stereo not drawn)	0.8	13.8	-0.4	-1.9	0.8	2.8	0.5	0.6	-2.4	8.2

Bioassay records (PubChem)
